mHTT CaM bind – disrupts binding of mutant huntingtin to calmodulin. hit rate 3.6% among 190,000. AID 1671202. AlphaScreen His-mHTT/GST-CaM binding, luminescence. inhibition, % at 15 µM. P42858;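 further: 0% = both proteins with DMSO and 100% = one protein alone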
Pf apPOL block – Pf-apPOL DNA polymerase inhibition; inhibition, % at 10 µM; hit rate 0.25% among 210,000; Recombinant Pf-apPOL, molecular beacon fluorescence, 1.5 h
Active calls of the source: *; i = inactive; . = no result given; & = joins results of further samples. No stated cut-off is given here; in the data, active means inhibition above about 50%; inactive means the rest. The order is random; 3.5% or so of the library scored in one or more.

Screens in order – mHTT CaM bind, Pf apPOL block
CCOc1nccnc1N1CCC(NC(=O)c2ccco2)C1 (stereo not drawn)
 : -3, -3
Cc1nc(C)c(C(=O)N2CCCC2c2nc(-c3ccc(F)cc3F)no2)s1 (stereo not drawn)
 : 0, -5
O=C1N/C(=C\c2cccc(F)c2)C(=O)N1Cc1ccc(Br)cc1
 : 1, 1
Cc1ccc2oc(C(=O)Nc3ccc(-n4cnnn4)cc3)c(C)c2c1
 : -6, -1
CCc1cccc(C)c1Nc1nc(C)nc2c1CCC2
 : -4, -9
CC1(C)Cc2c(oc3ncn4ncnc4c23)CS1
 : 0, -5
Cc1cc(C)c2c(N3CCSCC3)nc(C(=O)N3CCCC3)nc2n1
 : -11, -1
Cc1cccc(/C=C2\N=C(c3cccc(F)c3)OC2=O)c1
 : 11, 2
CC(=O)N(c1c(C)n(C)n(-c2ccccc2)c1=O)C1(C(=O)NC2CCCC2)CCCCC1
 : 6, -3
CCC(=O)NCCc1csc(C2CCCN(C(=O)c3cc4ccccc4[nH]3)C2)n1 (stereo not drawn)
 : 9, 0
CCOc1ccc(N(CC(=O)Nc2cccc(Br)c2)S(C)(=O)=O)cc1
 : 0, 2
COc1ccc(CNC(=O)NC2CCN(c3nccnc3OC)C2)cc1 (stereo not drawn)
 : 2, 4
CCC(=O)N1N=C2c3cc(OC)ccc3CCC2C1c1cccc([N+](=O)[O-])c1 (stereo not drawn)
 : 3, 6
CCc1nnc2c(NC(=O)Cc3ccccc3C)cccn12
 : -4, 0
CN(Cc1ccccc1)C(=O)CCC1CCN(c2cc(NC3CC3)ncn2)CC1
 : 18, 0
CCCCCc1ccc(-c2cn(Cc3cccc(OC)c3)nn2)cc1
 : -60, -3
Brc1ccccc1-c1nnc2ccc3ccccc3n12
 : 2, 0
CC(=O)N1CCc2ccccc2C1C(=O)NCc1ccco1 (stereo not drawn)
 : 7, -1
CCCCOc1ccc(C(=O)NCCc2cn3ccc(C)cc3n2)cc1
 : 7, -11
COc1ccccc1/C=C1\N=C(c2ccc(Cl)cc2Cl)OC1=O
 : 1, -3

Molecules above that have sulfur (5):
Screens in order – mHTT CaM bind, Pf apPOL block
Cc1nc(C)c(C(=O)N2CCCC2c2nc(-c3ccc(F)cc3F)no2)s1 (stereo not drawn)
 : 0, -5
CC1(C)Cc2c(oc3ncn4ncnc4c23)CS1
 : 0, -5
Cc1cc(C)c2c(N3CCSCC3)nc(C(=O)N3CCCC3)nc2n1
 : -11, -1
CCC(=O)NCCc1csc(C2CCCN(C(=O)c3cc4ccccc4[nH]3)C2)n1 (stereo not drawn)
 : 9, 0
CCOc1ccc(N(CC(=O)Nc2cccc(Br)c2)S(C)(=O)=O)cc1
 : 0, 2

Additional entries.
Screens in order – mHTT CaM bind, Pf apPOL block
O=C(c1ccc(C(F)(F)F)cc1)N1CCc2nc(-c3ccc(Cl)cc3)ncc2C1
 : -3, -9
CCOc1ccc(C(=O)CCNC(Cc2ccccc2)C(=O)O)cc1 (stereo not drawn)
 : -7, -3
Cc1cccc(NC(=O)c2cc3ccccc3o2)c1C
 : -8, 2
CCOC(=O)c1n[nH]c2c1CCCC2
 : -1, -2
COc1ccccc1-c1nc(C2CCN(C(=O)c3cccs3)CC2)no1
 : 8, 2
Cc1c(C(=O)Nc2ccc(S(=O)(=O)Nc3ncccn3)cc2)oc2ccccc12
 : 1, -1
CNC(=O)N1CCCC(c2cccc(C(=O)N3CCC(C)CC3)c2)C1 (stereo not drawn)
 : 0, -1
O=C(O)c1ccccc1Nc1cc(N2CCOCC2)c2noc3c2c1C(=O)c1ccccc1-3
 : 43, -5
COc1ccc(C2=NOC(C(=O)N3CCOCC3)C2)cc1OC (stereo not drawn)
 : -4, -5
CCc1ccc(OCC2c3cc(OC)c(OC)cc3CCN2C(=O)C23CC4CC(CC(C4)C2)C3)cc1 (stereo not drawn)
 : 18, 2
COc1cc(/C=C2/SC(c3ccc(C)cc3)=NC2=O)ccc1O
 : 53*, 1
COc1ccc(-c2cc(C(F)(F)F)n3nc(C(=O)Nc4cc(C)ns4)cc3n2)cc1OC
 : 5, -10
CS(=O)(=O)N1CCc2ccc(C(=O)N3CCCC3)cc21
 : -7, -2
CCc1ccc(/C=C2/SC(N3CCCCC3)=NC2=O)cc1
 : 12, 1
CC(C)C12CN(C(=O)c3ccccc3)CC(C(C)C)(CN(C(=O)c3ccccc3)C1)C2=O
 : 8, -6
CCCC(C)C1C(C#N)=C(N)OC2=C1C(=O)CC(C)(C)C2 (stereo not drawn)
 : 1, 0
Cc1cc(NC(=O)c2c(O)c3cccnc3n(-c3ccc(F)cc3)c2=O)ccc1F
 : -3, 0
COc1cc(O)cc2oc(-c3ccccc3)cc(=O)c12
 : -2, -12
CCOc1ccc(CN2CCc3ccccc3C2)cc1
 : -8, 2
Cc1cc(C)c2sc(N(CCN3CCOCC3)C(=O)c3cccs3)nc2c1
 : -8, -11
Cc1ccc([N+](=O)[O-])cc1N1C(=O)/C(=C/c2ccccc2)N=C1c1ccccc1
 : 12, 2
O=C1S/C(=C\c2ccccc2O)C(=O)N1Cc1ccc(F)cc1
 : -11, -1
C=CCc1ccc(OCC(O)CN2C(C)CCCC2C)c(OC)c1 (stereo not drawn)
 : -2&-4, -15&-12
CCOC(=O)c1c(NC(=O)c2noc3c2CCCC3)sc(C(C)=O)c1C
 : -5, -1
CCN1CCN(C(=O)c2ccc(CN3C(=O)COc4ccc(C)cc43)cc2)CC1
 : 6, -2
Cc1ccc(C(=O)N2CCn3c(nnc3-c3ccccc3)C2)cn1
 : 15, -1
CC(=O)c1c(C)nc(-c2cccc(Br)c2)n1O
 : 5, -3
COc1ccc(CNC(=O)c2cnn3c(C)c(Cc4ccccc4Br)c(C)nc23)cc1
 : 5, -16
Cn1c(-c2cccs2)nn(CCNC(=O)C2CC2)c1=O
 : -10, -2
CC(C)c1ccc(OCC(=O)NC2CNC(=O)C2)cc1 (stereo not drawn)
 : -13, -2
O=C(NCCN1CCOCC1)c1ccc2c(c1)NC(=O)C(N1CCOCC1)S2 (stereo not drawn)
 : -4, -15
COC(=O)Nc1ccc(C)cc1NC(=O)OC
 : -1, -1
COc1ccc(-c2noc(C3CCCCC3)n2)cc1
 : -88, 0
COc1ccc(C(=O)N2CCCC2c2nc(-c3ccc(C)cc3)no2)c(C)c1 (stereo not drawn)
 : 19, -3
Cc1ccc(C(=O)N/C(=C/c2cccs2)C(=O)NCCc2ccccn2)cc1C
 : 11, -2
CC(C)C(=O)NC(c1ccccc1)c1ccccc1
 : -6, -4
c1ccc(N(c2ccccc2)c2nc(-n3ccnc3)nc(-n3ccnc3)n2)cc1
 : -3, .
Nc1nc(O)c(C2=c3cc(F)ccc3=NC2=O)s1
 : 81*, 4
COc1ccc(Nc2cc(C(=O)N3CCCC3)nc3ccc(C)cc23)cc1
 : 18, -15
CC(C)CCNC(=O)C1CCN(c2cc(N3CCOCC3)ncn2)CC1
 : -7, -6
O=C(Sc1ccc(Cl)cc1)c1cccnc1Oc1ccccc1
 : ., -1
CC(=O)NC/C(C)=N/NC(=O)OC(C)(C)C
 : i, .
CCOc1ccc(C(=O)N(CC#N)CC#N)cc1
 : -1, -3
Nc1cc(O)cc([N+](=O)[O-])c1
 : -1, .
O=[N+]([O-])c1ccc(O)c(C=Nc2nc3c(O)cccc3s2)c1
 : 13, -5
COc1ccccc1CNC(=O)C1CCN(c2cc(N3CCCCC3)ncn2)CC1
 : 11, 1
Cc1cc(Cl)ccc1NC(=O)N1CC2CC1CC2NC(=O)c1ccccc1 (stereo not drawn)
 : 9, -4
CCOc1ccccc1NC(=O)C1(C)Oc2cccnc2N(C)C1=O (stereo not drawn)
 : -5, -1
COc1cc(C=C2SC(=S)N(c3ccc(C(=O)O)c(O)c3)C2=O)cc(OC)c1OC
 : 1, -7
Cc1ccc(-c2csc3ncn(C(C)C(=O)O)c(=O)c23)cc1C (stereo not drawn)
 : -1, -5
CCN1CCN(C(=O)C2CCc3sc(C(=O)N4CCCC4)cc3C2)CC1 (stereo not drawn)
 : 2, -5
O=C(NCCC(O)c1ccco1)C12CC3CC(CC(C3)C1)C2 (stereo not drawn)
 : 1, -4
Cc1ccnc(N2CCC(C(=O)NCCCc3ccccc3)CC2)n1
 : -14, -36
O=C(c1cc2ccccc2[nH]1)N1CCC2(CC1)NC(=O)N(Cc1ccccc1Cl)C2=O
 : 5, -5
CNC(=O)COc1ccc(Nc2nnc(-c3ccc(O)cc3)c3ccccc23)cc1
 : 12, -71
Cc1oc(C2CCN(C(=O)Nc3ccccc3Cl)CC2)nc1C(=O)N(C)C
 : -4, -3
CCC1CCCCN1Cc1c(O)ccc2cc(-c3nc4ccccc4[nH]3)c(=O)oc12 (stereo not drawn)
 : 6, -5
CCc1ccccc1NC(=O)C1CCc2nc(N3CCN(C(=O)C(C)C)CC3)sc2C1 (stereo not drawn)
 : 8, -5
CSCCCN1CCOCC1
 : -2, -7
CCOc1ccc(OCCSc2nc3ccccc3n2CC(O)CO)cc1 (stereo not drawn)
 : 10, 0

4 entries picked at random from the list so far:
Screens in order – mHTT CaM bind, Pf apPOL block
O=[N+]([O-])c1ccc(O)c(C=Nc2nc3c(O)cccc3s2)c1
 : 13, -5
CNC(=O)COc1ccc(Nc2nnc(-c3ccc(O)cc3)c3ccccc23)cc1
 : 12, -71
CCOc1ccccc1NC(=O)C1(C)Oc2cccnc2N(C)C1=O (stereo not drawn)
 : -5, -1
Cc1ccc(-c2csc3ncn(C(C)C(=O)O)c(=O)c23)cc1C (stereo not drawn)
 : -1, -5

(list continues)
Screens in order – mHTT CaM bind, Pf apPOL block
COc1ccc(-c2csc(NC(=O)c3cc4cc(Br)ccc4oc3=O)n2)cc1
 : 4, -4
N#CC1=C(N)Oc2c(c(=O)[nH]c3ccccc23)C1c1ccc(-c2ccccc2)cc1 (stereo not drawn)
 : 33, 1
Cc1ccc(C(=O)N2CCC3(C2)Nc2cccnc2NC3=NC(C)(C)C)cc1 (stereo not drawn)
 : 13, 3
COc1ccc(C2N(C(=O)CN3CCCCC3)CCN2S(=O)(=O)c2ccccc2)cc1 (stereo not drawn)
 : 3, 0
CCN(CC)C(=S)Oc1c(C)cc(C)cc1C
 : ., -10
COc1ccccc1N1CCN(C(=O)c2ccc([N+](=O)[O-])cc2)CC1
 : 1, -1
CCCS(=O)(=O)N1CCCC(C)(C(=O)NCc2ccc(OC)cc2)C1 (stereo not drawn)
 : -4, 2
CCCSc1nnc(-c2ccc(Cl)cc2Cl)o1
 : -83, -10
Cc1ccc(N(CC(O)CN2C(=O)NC(C)(C)C2=O)S(=O)(=O)c2ccc([N+](=O)[O-])cc2)cc1 (stereo not drawn)
 : 61*, -3
Cc1nc(SCc2ccccc2)c(C#N)c(C)c1C
 : 13, 1
Cc1cc(C)nc(N=C(N)Nc2cccc(Cl)c2)n1
 : -3, -3
Cc1ccc(C)c(N(C)S(=O)(=O)c2ccc3[nH]cc(C(=O)N4CCCCCC4)c(=O)c3c2)c1
 : 28, -11
CN1C(=O)CC(C(=O)O)C1c1cccnc1 (stereo not drawn)
 : ., -4
COc1cccc(C(=O)N2CCc3nc(-c4ccc(Cl)cc4)ncc3C2)c1
 : 1, -7
O=C(c1ccccc1)C1CCN(C(=O)CSc2ccc(Cl)cc2)CC1
 : ., -5
CC(=O)N1CCC(n2c(C)nc(C(=O)N(C)C)c2C)CC1
 : -7, -1
Cc1ccc(/C=C2/N=C(c3cccc([N+](=O)[O-])c3C)OC2=O)o1
 : 0, -5
CC(=O)N1CCc2cc(Br)cc(S(=O)(=O)NCc3ccccn3)c21
 : 2, -3
COc1cc2c(cc1OC)C(c1cccc(Cl)c1Cl)NC(=O)C2 (stereo not drawn)
 : 9, 0
COc1ccc(C2=N/C(=C\c3ccc(N(C)C)cc3)C(=O)O2)c(Br)c1
 : 47, -4
O=C1OC2(CCCCC2)OC(=O)C1=CNc1ccc2ccccc2c1
 : -4, -10
CCOC(=O)C1(C)Oc2ccccc2C(c2ccc(OC)cc2)=C1C(=O)OC (stereo not drawn)
 : -9, -2
C=CCNC(=O)COc1c(C)cc(C)cc1C
 : -2, -5
COc1ccccc1C(=O)Nc1cc(-c2cccnc2)no1
 : -3, -3
C=CCn1c(=O)c(C2=NS(=O)(=O)c3ccccc3N2)c(O)c2ccccc21
 : -5, -6
C=CCOc1cc(=O)oc2ccccc12
 : -3, .
CN1NC(c2ccc(Cl)cc2)C(=NOC(=O)c2ccc(Cl)cc2)SC1=S (stereo not drawn)
 : ., -2
O=C(NCCc1csc(-c2ccccc2)n1)C1CCN(C(=O)c2ccncc2)CC1
 : -3, -3
O=C(CCc1ccccc1)Nc1c2c(nn1-c1ccc([N+](=O)[O-])cc1)CSC2
 : 22, -6
O=S(=O)(c1ccccc1OC(F)(F)F)N1CCN(c2cc(C(F)(F)F)nc3ccccc23)CC1
 : ., -6&-10
CCCn1cc2c3c(cccc31)CN(C(=O)c1ccc(OC)cc1)CC2
 : 78*, -3
O=C(C[C@H]1C(=O)N(CCc2ccccc2)C[C@@H]1Cc1ccccc1)Nc1ccc(Br)cc1
 : 30, -2
Cc1ccc(NCN2C(=O)C(=O)c3ccccc32)cc1
 : 6, -7
COc1ccc(C2(C#N)CCOCC2)cc1OC
 : 3, 0
S=C(NCc1cccs1)NNc1c(Cl)cncc1Cl
 : ., 6
O=C(NCCN1CCN(C(=O)CCSc2ccccc2)CC1)c1ccsc1
 : -9, -6
Cc1ccc(C2=CC(c3ccc(C)cc3)n3ncnc3N2)cc1 (stereo not drawn)
 : 16, 2
CCOc1ccc(N(CC(=O)Nc2ccccc2C(N)=O)S(=O)(=O)c2ccccc2)cc1
 : 11, 6
O=C1NC2(CCN(C(=O)COCc3ccccc3)CC2)Nc2cc(F)c(F)cc21
 : 0, 2
CCc1cc2c3c(c(=O)oc2cc1OC)CCCC3
 : -15, 1
O=C1OC(c2cccc(I)c2)=N/C1=C\c1cccc(Br)c1
 : 1, -2
O=c1oc2cc([N+](=O)[O-])ccc2nc1C=C(O)c1ccccc1
 : 17, -3

Bioassay records (PubChem)
